# ALOX12 inh = Primary qHTS assay for inhibitors of human arachidonate 12S-lipoxygenase (ALOX12): Round 2 | Polyunsaturated fatty acid lipoxygenase ALOX12 (Homo sapiens), P18054 | purified 12hLO, xylenol orange hydroperoxide absorbance | Potency, µM (titrated, usually from 108 µM), without a hit: at the top dose activity change, negative = inhibition, hits mostly inhibitors | hit rate 1.1% among 580,000; active = well fitted inhibition curve with a large enough effect; inconclusive = small, poorly fitted or top-dose-only effect, or another doubt; inactive = no such curve, though single readings can be large or run the other way
# Target sequence (P18054 whole entry, looked up): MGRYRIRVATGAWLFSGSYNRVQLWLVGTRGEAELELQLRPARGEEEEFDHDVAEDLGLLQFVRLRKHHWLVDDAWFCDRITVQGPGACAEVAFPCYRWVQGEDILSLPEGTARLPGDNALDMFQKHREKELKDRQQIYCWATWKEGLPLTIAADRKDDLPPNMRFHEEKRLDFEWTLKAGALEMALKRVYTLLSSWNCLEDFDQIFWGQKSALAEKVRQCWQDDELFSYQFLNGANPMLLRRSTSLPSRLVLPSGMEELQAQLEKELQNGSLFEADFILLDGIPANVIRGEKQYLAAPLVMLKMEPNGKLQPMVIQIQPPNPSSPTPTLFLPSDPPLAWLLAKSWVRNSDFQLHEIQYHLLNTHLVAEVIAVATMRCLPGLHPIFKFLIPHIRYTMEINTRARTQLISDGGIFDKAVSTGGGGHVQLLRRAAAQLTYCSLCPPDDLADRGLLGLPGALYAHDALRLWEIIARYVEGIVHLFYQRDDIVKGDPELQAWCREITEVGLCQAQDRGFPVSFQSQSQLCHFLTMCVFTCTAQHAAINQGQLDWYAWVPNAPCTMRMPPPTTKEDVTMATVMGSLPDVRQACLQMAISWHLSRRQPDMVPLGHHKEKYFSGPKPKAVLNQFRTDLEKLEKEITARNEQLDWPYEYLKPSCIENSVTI
#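 Purified human 12hLO at 150 nM in 25 mM Hepes, 0.01% Triton X-100, pH 7.0, preincubated 15 min at room temperature with compound. Reaction started with 40 uM arachidonic acid, 30 min at room temperature. Hydroperoxide measured by Fe-xylenol orange, 573/405 nm absorbance ratio.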
# An asterisk follows results filed as active; ? = inconclusive; & = joins results of further samples; [ ] = remark or other dose. % is set by controls: 0 for no effect and ±100 for the full control effect; potency is the fitted concentration of half-maximal effect.
entry | smiles | ALOX12 inh
1 | CCOc1cc(=O)n2c(c1C(=O)Nc1ccc(C)c(F)c1)CCCC2 | 22.8%
2 | O=C(Nc1cccnc1)c1nc2c(o1)CCN(CCCc1ccccc1)CC2 | 22.7%[176 µM]
3 | CCCn1nc(C(=O)OCC(=O)Nc2ccc(OCc3ccccc3)cc2)c2ccccc2c1=O | -27.4%
4 | CC(OC(=O)/C=C/c1cccc2cccnc12)C(=O)Nc1ccccc1 (stereo unspecified) | 1.5%
5 | Oc1ccc(Cl)cc1C=Nc1ccc(Cl)cc1C(F)(F)F | ?
6 | N#CC(=C(N)Sc1ccc(N)cc1)c1ccccc1C(F)(F)F | ?
7 | COc1cccc2cc(-c3csc(Nc4ccc(C)cc4)n3)c(=O)oc12 | ?
8 | CC(=O)N1CCC(Cc2noc(C3CCOCC3)n2)C1 (stereo unspecified) | 31.7%[activator]
9 | COc1cc(=O)n2c(c1C(=O)NCc1ccc3c(c1)OCO3)CCN(C(=O)c1cccc(F)c1)CC2 | -0.5%
10 | Cc1ccc(CN2C(=O)NC3(CCCN(C(=O)c4ccc(F)c(Cl)c4)C3)C2=O)cc1 (stereo unspecified) | ?
11 | COC(=O)COc1ccc(C2C3=C(CC(C)(C)CC3=O)OC3=C2C(=O)CC(C)(C)C3)cc1OC | -53.3%
12 | COc1ccc(C(CC(=O)N2CCN(C)CC2)c2ccccc2)cc1 (stereo unspecified) | ?
13 | O=C(CCC1CCN(Cc2cn(-c3ccccc3)nn2)CC1)N1CCOCC1 | -1.7%
14 | COc1ccccc1NC(=O)c1nn(C)c(=O)c2ccccc12 | 15.7%
15 | N#CCOc1ccc2ccccc2c1 | 1.2%
16 | CCN(CC)S(=O)(=O)c1ccc2[nH]c(=O)cc(C(=O)NC(C3CC3)C3CC3)c2c1 | ?
17 | CC1(C)CC(CNCc2ccco2)CCO1 (stereo unspecified) | ?
18 | CC(=O)N1CC[C@H](c2nnc(-c3cccnc3)o2)C1 | ?
19 | CSCCCNC(=S)NCc1ccccn1 | 8.0%
20 | CN(Cc1cccc(CCN)c1)Cc1cnn(-c2ccc(F)cc2)c1 | 39.9%[activator]

# Exported with the structure last: entries from further up.
No. | ALOX12 inh | Compound
17 | ? | CC1(C)CC(CNCc2ccco2)CCO1 (stereo unspecified)
12 | ? | COc1ccc(C(CC(=O)N2CCN(C)CC2)c2ccccc2)cc1 (stereo unspecified)
15 | 1.2% | N#CCOc1ccc2ccccc2c1

# More compounds follow.
entry | smiles | ALOX12 inh
21 | COCCCN1C(=O)CC[C@H]2CN(Cc3cc(CC(C)C)n[nH]3)CC[C@H]21 | 38.5%[activator]
22 | CN(CCOc1ccc(C#N)cc1)C1CCCc2ccccc21 (stereo unspecified) | ?
23 | CNC(=O)N1CCC(OC2CCN(S(C)(=O)=O)CC2)CC1 | 46.0%[activator]
24 | COc1ccc(Cl)cc1NC(=O)CCCn1nc(-n2cccc2)c2c(C)cc(C)nc21 | ?
25 | COc1ccccc1CN1CCOc2cc([S+](=O)([O-])N(C)C)ccc2C1 | 28.3%[176 µM]
26 | CCN(CC)C(=O)N1CCC2(CC1)C(OC)C(=O)N2c1cccc(F)c1 (stereo unspecified) | 26.6%
27 | Cc1cccc(CN2CCc3nc(C(=O)Nc4ccc(Cl)cc4)oc3CC2)c1 | -20.6%[176 µM]
28 | Cc1cccc(C(=O)N2CCC(=O)N([C@H](COCc3cccc(Cl)c3)Cc3ccccc3)CC2)c1 | ?
29 | Nc1nc2c(ncn2[C@@H]2O[C@H](C(=O)N[C@H](Cc3ccccc3)C(=O)NCc3ccc4c(c3)OCO4)[C@@H](O)[C@H]2O)c(=O)[nH]1 | -2.8%
30 | CC(C)N1CCC(CC(=O)N[C@@H]2CN(S(C)(=O)=O)C[C@H]2CN(C)C)CC1 | 17.3%
31 | COc1cccc(-c2noc(CC3CCN(C(=O)c4ccc(C(C)C)cc4)CC3)n2)c1 | 14.4%
32 | O=C(C1CC=CC1)N1CCC(c2nc(CCOCC3CC3)no2)C1 (stereo unspecified) | 27.1%
33 | O=C(NCCc1ccc(Cl)cc1)c1ccccn1 | 31.6µM*
34 | COCCNc1nc2cc(C(=O)N3CC[C@H]4CNC[C@H]43)ccc2n1C | 28.7%
35 | CC(=O)O[C@H]1C[C@@H](n2cnc3c(Cl)ncnc32)[C@@H]2OC(C)(C)O[C@@H]21 | ?
36 | Cc1nc([C@@H]2CN(C(=O)c3cc(C)n(Cc4ccco4)c3C)C[C@H]2C(N)=O)n[nH]1 | 29.7%
37 | OCC1(CCCc2ccccc2)CCN(Cc2cccn2-c2nccs2)CC1 | 34.0%[activator]
38 | COc1ccc(-c2ccnc(N[C@H]3CO[C@H]4[C@@H]3OC[C@H]4OC(=O)Nc3ccc(C(C)(C)C)cc3)n2)cc1 | 18.0%
39 | CCCSCCCNC(=O)CS(=O)(=O)Cc1nc(-c2ccc(C)cc2)oc1C | ?
40 | O=C(c1ccsc1)N1CCC(c2nc(C3CCOCC3)no2)CC1 | 38.3%
41 | Cc1cc(CN2C[C@H](NC(=O)CNS(C)(=O)=O)[C@@H](C3CC3)C2)on1 | -1.4%
42 | COc1ccc(C(=O)Nc2ccc3oc(C)nc3c2)c(O)c1 | -16.0%
43 | O=C1[C@@H]2C[C@@H](CN2Cc2ccc(C(F)(F)F)cc2)Oc2ccccc2N1Cc1cccnc1 | 16.8%
44 | O=C(CCc1cccnc1)NCCC12CC3CC(CC(C3)C1)C2 | 38.8%[activator]
45 | CC(C)COc1cc(=O)n2c(c1C(=O)NC1CCN(C)CC1)CCCCC2 | 50.4%[activator]
46 | COc1ccccc1CCC(=O)N1CC(F)(F)C[C@H]1c1nnc(C)o1 | 23.9%
47 | O=C(c1cc(Cl)ccc1F)N1CCN(c2cc(-c3ccccc3)[nH]n2)CC1 | 26.6%
48 | COc1cccc2cc(C(=O)OCC(=O)c3ccc(C)cc3)c(=O)oc12 | 0.4%
49 | O=C(CCCOC(=O)c1cc(Cl)ccc1[N+](=O)[O-])c1ccc(Br)cc1 | -11.2%
50 | O=C1c2ccccc2NC(c2csc(-c3ccc(F)cc3)n2)N1CC(F)(F)F (stereo unspecified) | -1.0%
51 | CCC(C)(C)NC(=O)c1cccc2c1CCN2C(=O)Nc1ccc(C)cc1 | 42.6%[activator]
52 | Cc1csc(NC(=O)c2sccc2-c2ccccc2)n1 | -13.9%
53 | Cc1cc(Cl)ccc1-n1ncc2c(NCC3CCCO3)ncnc21 (stereo unspecified) | ?
54 | COc1ccc(N2CC(C(=O)N3CCC(C(=O)N4CCN(c5ncccn5)CC4)C3)NC2=O)cc1 (stereo unspecified) | -0.4%&36.3%
55 | Fc1ccc(CN2CCNc3cc(Nc4ccccc4)ncc3C2)cc1F | ?
56 | COc1cccc(-c2noc(Nc3cc(C)cc(C)c3)n2)c1OC | 41.3%[activator]
57 | OCCNC(=S)NC12CC3CC(CC(C3)C1)C2 | 40.7%[activator]
58 | CCCc1nc(CN(CC)C(=O)c2ccc(NC(=O)C3CCC3)cc2)no1 | 1.9%
59 | c1ccc(Cc2cc(C3CCN(Cc4cc5n(n4)CCNC5)CC3)n[nH]2)cc1 | 66.9%[activator]
60 | CCCn1c(C)cnc1CC1CCN(C(=O)NCc2ccc(OC)cc2)C1 (stereo unspecified) | 16.2%
61 | Cc1ccccc1[C@H]1C[C@@H](O)[C@@H](O)[C@@H]1NC(=O)c1cccnc1 | 5.1%[176 µM]
62 | COCCO[C@H]1C(=O)N(C2CCN(C(=O)c3ccoc3)CC2)[C@H]1c1ccncc1 | 71.8%[activator]
63 | O=C(c1ccccc1)N1CCC(c2nc(C3CCOCC3)no2)CC1 | 28.2%
64 | Cc1c(Cl)cccc1NC(=O)CCC(=O)NNC(=O)C1CCCCC1 | -26.1%
65 | CC(=O)Nc1ccc(NC(=O)COC(=O)c2ccccc2Sc2ccccc2C#N)cc1 | ?
66 | CCOC(=O)c1cccc(NC(=O)N2CC[C@@H](CC(=O)Nc3ccccc3)[C@@H](CC)C2)c1 | 3.4%
67 | CN(CC(=O)NC1(C)CCS(=O)(=O)C1)Cc1cccc(Cl)c1Cl (stereo unspecified) | 33.4%[activator]
68 | Cc1nn(C)c(C)c1NC(=O)CC[C@H]1NC(=O)c2ccccc2NC1=O | -11.3%
69 | CONC(=O)C(C)c1ccc2cc(OC)ccc2c1 (stereo unspecified) | ?
70 | Fc1cccc(Cl)c1CSc1ccc(-c2ccccn2)nn1 | 54.7%[activator]

# 3 consecutive entries already listed, quoted:
entry | smiles | ALOX12 inh
63 | O=C(c1ccccc1)N1CCC(c2nc(C3CCOCC3)no2)CC1 | 28.2%
64 | Cc1c(Cl)cccc1NC(=O)CCC(=O)NNC(=O)C1CCCCC1 | -26.1%
65 | CC(=O)Nc1ccc(NC(=O)COC(=O)c2ccccc2Sc2ccccc2C#N)cc1 | ?

# (further entries)
entry | smiles | ALOX12 inh
71 | OC(COc1ccccc1)CN1CCN(c2nccs2)CC1 (stereo unspecified) | 20.8%
72 | O=C(O)COc1ccc(-c2nccc3c2C(=O)N(Cc2cccc(C(F)(F)F)c2)CC(COc2cccc(F)c2)O3)cc1 (stereo unspecified) | 4.2%
73 | O=C(O)C(Cc1ccccc1)C(C(=O)O)c1ccccc1 (stereo unspecified) | -23.8%
74 | CCCc1noc(-c2cn(C3CCN(C(=O)c4cccs4)CC3)nn2)n1 | 48.4%[activator]
75 | COc1cccc(CNC(=O)[C@H]2CCCN2C(=O)[C@H]2CCCN2C(=O)c2cccc3ccccc23)c1 | -6.7%
76 | Cc1ccc(C(=O)NCC(C)C)c(C)c1 | 28.9%
77 | O=C1c2cnc(-c3ccc(F)cc3)nc2OCCN1Cc1ccc(F)cc1F | -4.3%[176 µM]
78 | O=C(NCc1ccccc1S(=O)(=O)N1CCOCC1)c1ccc(Cl)cc1O | ?
79 | N#Cc1c(N)sc2c1CCc1ccccc1-2 | ?
80 | COc1cccc(Nc2ncc(-c3cccc(N(C)C)c3)c3c2OCC3)c1 | 5.6%[176 µM]
81 | CCOC(=O)C(=O)Nc1ccc(NC(C)=O)cc1 | ?
82 | CCNC(=O)[C@@H]1C[C@H](N)CN1C(=O)c1cnc(-c2cccnc2)nc1C | 16.7%
83 | COc1cccc(C(C(=O)NC2CCCC2)N2CCN(c3cc(C)nc4ccccc34)CC2)c1OC (stereo unspecified) | 7.3%
84 | COc1ccc(OC)c(C(=O)COC(=O)COc2cccc(Cl)c2)c1 | 11.5%
85 | CCc1nnc(Cn2cc(S(=O)(=O)N(C)C)ccc2=O)o1 | 11.6%
86 | Cc1ccccc1NC(=O)Nc1ccnn1C1CCN(C(=O)CCN)CC1 | 65.7%[activator]
87 | Cc1[nH]c2ccccc2c1CC(=O)NCc1ccco1 | -39.5%
88 | COCC(=O)Nc1cccc(NC(=O)C2CCC2)c1 | 18.2%
89 | Cc1ccc(-c2noc([C@@H]3Cc4nc[nH]c4CN3Cc3ccc(N(C)C)cc3)n2)cc1 | 22.2%[176 µM]
90 | CCNC(=O)[C@@H]1CCCN1[C@@H](C(=O)NC)c1ccccc1F | -9.0%[176 µM]
91 | COCCNC(=O)[C@@H]1C[C@@H](O)CN1C1CCN(C(=O)CC2CCCCC2)CC1 | 5.9%
92 | Cc1cccc(-c2cc(C(=O)Nc3cc(C)n(C)n3)c3ccccc3n2)c1 | -5.6%
93 | O=C(c1ccc(CN2C(=O)NC3(CCOCC3)C2=O)cc1)N1CCSCC1 | 26.5%
94 | Cc1ccc(Nc2nc(N3CCCC3)nc3nccnc23)c(C)c1 | 1.8%
95 | CCN1c2cc(C(=O)Nc3ccc(Cl)c(Cl)c3)ccc2C(=O)N2CCCCC21 (stereo unspecified) | 0.8%
96 | O=C(Cc1ccc(F)cc1)N1CCC[C@H]1c1nc(-c2ccc(F)cc2)no1 | 12.9%

# Arranged by number of heavy atoms (rising): some entries from above
entry | smiles | ALOX12 inh
88 | COCC(=O)Nc1cccc(NC(=O)C2CCC2)c1 | 18.2%
90 | CCNC(=O)[C@@H]1CCCN1[C@@H](C(=O)NC)c1ccccc1F | -9.0%[176 µM]
94 | Cc1ccc(Nc2nc(N3CCCC3)nc3nccnc23)c(C)c1 | 1.8%
92 | Cc1cccc(-c2cc(C(=O)Nc3cc(C)n(C)n3)c3ccccc3n2)c1 | -5.6%
95 | CCN1c2cc(C(=O)Nc3ccc(Cl)c(Cl)c3)ccc2C(=O)N2CCCCC21 (stereo unspecified) | 0.8%
89 | Cc1ccc(-c2noc([C@@H]3Cc4nc[nH]c4CN3Cc3ccc(N(C)C)cc3)n2)cc1 | 22.2%[176 µM]

# Bioassay records (PubChem BioAssay)

# A portion of the library; rates above refer to the full screens.
